Compound activity (PubChem BioAssay)
TCR-CD3 inh: human TCR-CD3 binding inhibition. TAMRA-labeled TCR probe fluorescence, biochemical. 360,000 tested, 0.37% active. inhibition, % at 9.4 µM; in the data active = inhibition above about 19%;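 also: recombinant mutant TCR 2C K166C tagged with TAMRA read by polarization; 0% = receptor in buffer alone and 100% = receptor with positive control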
Tn6 DDE FP: DD(E)-Tn6 binding inhibition, primary FP screen | Fibrin DD(E) TRITC-Tn6 fluorescence polarization displacement | inhibition, % at 8.3 µM | 370,000 tested, 0.21% active | AID 720509;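 active = inhibition above a per-campaign cutoff: mean of compounds within control limits plus 3 SD, cut at about 15% in these data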;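 also: 0% = median of all compound wells on the plate and 100% = blocking peptide control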
LEDGF integ inh: blocks HIV-1 LEDGF/p75-dependent DNA integration. TR-FRET IN-LEDGF/p75 DNA integration, Eu/Cy5. 370,000 tested, 0.64% active. inhibition, % at 3.7 µM;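 active = inhibition above the screen-wide mean plus 3 SD, cut at about 13% in these data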;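 also: signal is the Cy5 over europium emission ratio at 671 and 618 nm; 0% = plate median of compound wells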
UHRF1 binding: human UHRF1 methylated DNA binding inhibitors; UHRF1 binding to methylated oligo, TR-FRET; inhibition, % at 4.4 µM; 370,000 tested, 0.75% active; AID 687016; in the data active = inhibition above about 21%;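 also: UHRF1 SRA domain binding a hemimethylated CpG hairpin DNA probe; 0% = median of test compound wells and 100% = reference inhibitor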
SIAE primary: human SIAE inhibition, primary screen; inhibition, % at 9.66 µM; 370,000 tested, 0.69% active; AID 1053197; SIAE FP-Rh probe binding, fluorescence polarization; Q9HAT2;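 active = inhibition above a cutoff: mean of compounds within the control limits plus 3 SD of those, cut at about 17% in these data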;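 also: 0% = plate median of compound wells and 100% = probe without SIAE protein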
Target sequence (Q9HAT2 whole entry, looked up): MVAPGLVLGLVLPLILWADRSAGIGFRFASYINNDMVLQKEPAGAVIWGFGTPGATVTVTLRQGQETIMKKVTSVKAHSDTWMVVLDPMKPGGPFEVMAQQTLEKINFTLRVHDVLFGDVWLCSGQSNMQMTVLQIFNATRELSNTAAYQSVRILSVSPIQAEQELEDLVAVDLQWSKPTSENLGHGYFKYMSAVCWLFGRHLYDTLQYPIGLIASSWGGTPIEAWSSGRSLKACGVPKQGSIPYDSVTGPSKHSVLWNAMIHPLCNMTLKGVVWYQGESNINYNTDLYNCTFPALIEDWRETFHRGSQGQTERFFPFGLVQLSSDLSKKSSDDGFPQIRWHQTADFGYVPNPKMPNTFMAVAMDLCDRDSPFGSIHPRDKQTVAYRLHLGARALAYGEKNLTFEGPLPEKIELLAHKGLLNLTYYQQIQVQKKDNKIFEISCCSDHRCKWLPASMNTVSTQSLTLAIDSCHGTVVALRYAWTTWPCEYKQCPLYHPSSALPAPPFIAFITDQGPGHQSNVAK
Tn7 DDE FP: disrupts Tn7 cyclic peptide binding to fibrin D-Dimer-E complex; P02675; FP displacement of FITC-Tn7 peptide from fibrin DD(E); 0% = median of compound wells per plate; inhibition, % at 8.3 µM; 370,000 tested, 0.13% active; AID 720508;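 active = inhibition above the mean of compounds falling within the control limits plus 3 SD of them, cut at about 14% in these data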;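 also: 0% = plate median of compound wells and 100% = 10 µM Aha-Tn7 peptide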
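System: human fibrin DD(E); quantity: Fibrin-DD(E) at 2 µM final; also added: fluorescent Tn7 probe at 0.1 µM; compound dosing: single nominal test concentration of 8.3 µM per compound; schedule: 10 min preincubation, 3 h with tracer, room temperature; detection: fluorescence polarization of the labelled Tn7 tracer; repeats: one replicate per compound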
MBD2 inh: blocks human MBD2 binding to methylated DNA; Q9UBB5; TR-FRET, MBD2 binding to methylated oligonucleotide; inhibition, % at 4.4 µM; 370,000 tested, 0.31% active; in the data active = inhibition above about 13%
TDP2 absorb: blocks human TDP2 phosphodiesterase activity. recombinant TDP2, T5PNP hydrolysis, p-nitrophenol absorbance 415 nm. inhibition, % at 12.8 µM. 370,000 tested, 0.34% active. AID 720702;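 active = inhibition above the mean of all tested compounds plus 3 SD, set per campaign, cut at about 25% in these data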;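 also: 0% = DMSO with enzyme and 100% = buffer with substrate but no TDP2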
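Incubation: 2 h at 37 °C; Test system: recombinant human TDP2; Quantity: enzyme 120 nM; Read-out basis: percent inhibition; Medium: 50 mM Tris-HCl pH 7.5 with Mg2+, KCl, DTT, BSA; Repeats: single replicate; Compound: 12.8 µM single point, 1% DMSO; Signal: epi absorbance; Reagent: 5 mM T5PNP chromogenic substrate; Benchmarks: no-enzyme high, DMSO-plus-enzyme low.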
PRMT1 FP inh: blocks human protein arginine methyltransferase 1; recombinant PRMT1, activity-based probe fluorescence polarization; inhibition, % at 2.79 µM; 370,000 tested, 1.3% active; AID 652257;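 active = inhibition above about 21% made by adding two undisclosed values, limit read from the data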
proKLK7 act: proKLK7 (human) activation, primary screen | purified proKLK7, EDANS-DABCYL substrate fluorescence; 100% is mature enzyme control, 0% vehicle | 370,000 tested, 0.9% active | AID 652039 | P49862 | activation, % at 7 µM;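 active = activation above the mean of all tested compounds plus 3 SD, computed per campaign excluding outliers beyond control limits, cut at about 13% in these data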
Target sequence (P49862 whole entry, looked up): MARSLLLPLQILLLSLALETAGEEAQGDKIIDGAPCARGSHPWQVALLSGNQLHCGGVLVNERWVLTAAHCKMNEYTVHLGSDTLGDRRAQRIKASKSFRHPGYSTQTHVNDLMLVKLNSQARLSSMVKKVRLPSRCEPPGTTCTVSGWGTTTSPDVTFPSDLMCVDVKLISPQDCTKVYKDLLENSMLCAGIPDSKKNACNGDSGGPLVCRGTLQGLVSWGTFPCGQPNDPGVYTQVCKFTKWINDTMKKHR
An asterisk follows results filed as active.

The first two compounds as a preview:
SMILES | TCR-CD3 inh | Tn6 DDE FP | LEDGF integ inh | UHRF1 binding | SIAE primary | Tn7 DDE FP | MBD2 inh | TDP2 absorb | PRMT1 FP inh | proKLK7 act
CCCCC[C@H](C)N1C[C@H](COCc2ccccc2)Oc2cc(N3CC[C@H](N(C)C)C3)ccc2S1(=O)=O | 0 | -11 | -5 | 0 | 14 | 3 | 1 | 0 | -4 | 0.2
CC(C(=O)OCC(=O)Nc1cccc(S(=O)(=O)N2CCOCC2)c1)N1C(=O)c2ccccc2C1=O (centres undefined) | 7 | 5 | -2 | 0 | -7 | -4 | 1 | 1 | -2 | 0.4

The listing (from the top)
SMILES | TCR-CD3 inh | Tn6 DDE FP | LEDGF integ inh | UHRF1 binding | SIAE primary | Tn7 DDE FP | MBD2 inh | TDP2 absorb | PRMT1 FP inh | proKLK7 act
CCCCC[C@H](C)N1C[C@H](COCc2ccccc2)Oc2cc(N3CC[C@H](N(C)C)C3)ccc2S1(=O)=O | 0 | -11 | -5 | 0 | 14 | 3 | 1 | 0 | -4 | 0.2
CC(C(=O)OCC(=O)Nc1cccc(S(=O)(=O)N2CCOCC2)c1)N1C(=O)c2ccccc2C1=O (centres undefined) | 7 | 5 | -2 | 0 | -7 | -4 | 1 | 1 | -2 | 0.4
O=C1c2cccc(Sc3ccccc3)c2C(=O)c2c(Sc3ccccc3)cccc21 | 6 | 8 | 14* | 24* | 8 | -1 | 10 | 12 | 2 | -0.2
CCOc1ccc2nc(N3CCCC(C(=O)N4CCN(CC)CC4)C3)sc2c1 (centres undefined) | 1 | 4 | -2 | 2 | -1 | -2 | 3 | 9 | 7 | 0.1
Cc1nc2ccccc2c(=O)n1NC(=O)c1c(F)cccc1F | 4 | 0 | 0 | -2 | 13 | 4 | 2 | 14 | 1 | -0.1
Cc1ccc(C(=O)/C=C/Nc2ccccn2)cc1 | 9 | -1 | 2 | 1 | 0 | -1 | -8 | 4 | -2 | 0.4
Cc1ccccc1NC1=C(Cl)C(=O)OC1OC(=O)c1ccccc1C (centres undefined) | 3 | -4 | 2 | 2 | -3 | 2 | -4 | 1 | 1 | 0.2
O=C(NC(=S)Nc1ccccc1N1CCCCC1)c1ccc(F)cc1 | -1 | 5 | -6 | -1 | -7 | -1 | 5 | -2 | 3 | 0.4
COc1ccc(N(CC(=O)Nc2cccc(C(=O)O)c2)S(=O)(=O)c2c(C)noc2C)cc1 | 2 | 3 | 3 | 1 | -7 | 1 | -1 | -6 | -4 | 17*
COc1ccccc1C/C(N)=N/OC(=O)c1ccco1 | 11 | 0 | 1 | 1 | 2 | 1 | 3 | 6 | -2 | -0.2
Nc1[nH]c(C(=O)c2ccccc2)c(-c2cccc(C(F)(F)F)c2)c1C(=O)c1c[nH]c2ccccc12 | 1 | -12 | 1 | -1 | 6 | -1 | 4 | 2 | -4 | 0.3
CCC(=O)Nc1ccc2c(c1)nc(CCN1CCCCC1)n2C | 4 | -3 | -2 | -1 | 7 | -3 | -4 | 11 | -4 | 0.4
CCC1Oc2ccc(C)cc2N(CC(=O)N2CCCC2)C1=O (centres undefined) | 10 | -4 | 2 | -1 | 0 | 3 | 1 | -9 | 0 | 0.2
COC(=O)c1sccc1NC(=O)CSc1cccc(Cl)c1Cl | 2 | -12 | -2 | 3 | -7 | 5 | 10 | -2 | 3 | 0.5
[O-][n+]1ccc(CC(O)(C(F)(F)F)C(F)(F)F)cc1 | -3 | -2 | -3 | 1 | 4 | 4 | 11 | 10 | 5 | 1.1
COc1ccc(NC(=O)c2ccc(-c3csc(C)n3)cc2)cc1 | 1 | 6 | -3 | 3 | -1 | 5 | 4 | -4 | 3 | 0.4
O=C(c1ccc2c(c1)OCO2)N1CCN(C(=O)c2ccco2)CC1 | 0 | -2 | 1 | 0 | -3 | -3 | -3 | -8 | 0 | 0.0
O=C(/C=C/[C@H]1O[C@@H](n2ccc(=O)[nH]c2=O)[C@H](O)[C@@H]1O)NCCc1c[nH]c2ccccc12 | -3 | 0 | 1 | 0 | -2 | 10 | 2 | 6 | 0 | -1.0
Cn1c(=O)n(CCCO)c(=O)c2c1nc1n2CCCN1Cc1ccccc1 | -6 | -8 | -7 | 2 | 5 | 0 | 8 | -18 | 7 | -0.7
CCOC(=O)CN1C(=O)CSc2ccc(S(=O)(=O)N3CCOCC3)cc21 | 7 | 7 | 1 | 0 | 10 | -2 | -2 | 14 | -4 | 0.0
COc1ccc(Cl)cc1N(CC(=O)NCCSCc1ccccc1)S(C)(=O)=O | 0 | 0 | -3 | -2 | 5 | -2 | 2 | -18 | -2 | -0.2
Cc1ccc(/C=C/C(=O)OCC(=O)NC(=O)NCc2ccco2)cc1 | 6 | -2 | 5 | 3 | -12 | -4 | 0 | 0 | 3 | -0.5
O=C(OCCN1CCOCC1)C1(c2ccccc2)CCCCC1 | 2 | 4 | 3 | 2 | -3 | 1 | 3 | -11 | -1 | -0.2
CCCCNC(=O)CC1Nc2ccccc2NC1=O (centres undefined) | 3 | 1 | 12 | -4 | -1 | -1 | 6 | -2 | -7 | 1.8
CC1CCCC(NC(=O)C2CCN(S(=O)(=O)c3cnc[nH]3)CC2)C1C (centres undefined) | 2 | -4 | 4 | 3 | 1 | -9 | 1 | -4 | -2 | 0.6
CC1(C)CC(=O)C2=C(C1)Nc1ccccc1NC2c1ccc([N+](=O)[O-])cc1 (centres undefined) | 0 | 5 | -4 | 0 | -1 | -1 | 4 | -2 | 5 | 0.1
O=C(Nc1cccc(F)c1)c1cccc2c1C(=O)N(C1CCCCC1)C2 | 4 | 8 | -2 | 2 | -3 | 5 | 1 | 7 | -1 | -0.7
CN(C)CC(C)(C)CNc1ccc(S(=O)(=O)N2CCCC2)cn1 | 6 | 3 | 1 | -2 | 4 | 0 | -2 | 6 | -4 | 0.8
Nc1nc(-c2ccccc2)c(N=Nc2cccnc2)s1 | 10 | -5 | 0 | -8 | -3 | -1 | -6 | -30 | -2 | 0.0
CCOc1ccc(C(=O)Nc2nnn(CC)n2)cc1 | -2 | 5 | 4 | 4 | -3 | 4 | -4 | -14 | -1 | 0.2
Cc1ccc(S(=O)(=O)Cc2ccc(C(=O)NC3CCCC3)o2)cc1 | 0 | 8 | 1 | -1 | -4 | -3 | -3 | 9 | -2 | 0.3
Cc1ccc(C(=O)Nc2nnc(S(=O)(=O)N3CCCCCC3)s2)cc1 | -2 | -3 | 8 | 0 | -4 | -4 | 0 | 1 | -3 | -0.1
O=C(c1cc(C2CC2)nn1-c1ccccc1)N1CCN(Cc2ccccc2F)CC1 | 8 | 5 | 0 | 1 | -1 | 0 | 1 | 11 | -3 | 0.2
CCCc1cc(=O)oc2cc(OCc3cccc(OC)c3)c(Cl)cc12 | -3 | -4 | -1 | 0 | -4 | 9 | -3 | -8 | 0 | 0.0
CCC(NC(=O)CSc1nnnn1C1CC1)c1ccc(Br)cc1 (centres undefined) | 2 | -10 | 5 | -4 | 1 | -5 | -6 | -3 | -1 | -0.3
COc1ccc(CNC(=O)c2ccc(-c3ccc(F)c(F)c3)c3ccoc23)cc1OC | 3 | 0 | 6 | -1 | -17 | -7 | 0 | -2 | -2 | 0.9
O=C(COc1ccc([N+](=O)[O-])cc1)Nc1ccncc1 | -3 | -8 | -3 | -1 | 0 | -3 | 7 | -10 | -1 | -0.5
O=C1C2C3C=CC(C3=C3CCCCC3)C2C(=O)N1Cc1ccccc1 (centres undefined) | -3 | 4 | -5 | -1 | -2 | 4 | 5 | -10 | 36* | 0.1
Cc1ccc(NC(=O)NCc2ccccn2)cc1Cl | 9 | -1 | -2 | 3 | -3 | 12 | 3 | 8 | 0 | -0.3
CCCCn1nnc(NC(=O)Cc2ccc(Cl)cc2)n1 | 1 | 2 | 2 | 2 | -3 | -1 | 10 | 8 | 4 | 0.2
CCN(CC)S(=O)(=O)c1ccc(Cc2ncc(C(F)(F)F)cc2Cl)s1 | 1 | 12 | -2 | -1 | 2 | 10 | -7 | -9 | 0 | 0.4
Cc1ccc(C2/C(=C(/O)c3ccc(Cl)cc3)C(=O)C(=O)N2CC2CCCO2)o1 (centres undefined) | -2 | -8 | 3 | 0 | 1 | -2 | -3 | 10 | -1 | 0.1
OC[C@@H]1CN(CCc2ccccc2)C[C@H](n2cnc3c(NCc4ccc(F)cc4)ncnc32)O1 | 4 | 3 | 3 | -1 | 1 | -3 | -5 | -2 | -8 | 0.4
O=C(O)C1=C[C@H](C2CC2)C[C@H](OCc2ccc(CO)cc2)O1 | -6 | -6 | -1 | 2 | 5 | 3 | -2 | 3 | 4 | -0.9
O=C(CSCc1ccccc1)Nc1ccccc1 | -4 | 4 | -2 | -1 | 3 | 8 | 2 | 7 | 2 | -0.1
C/C(=N/OC(=O)C1CC1)c1cc(-c2ccc(Cl)cc2)no1 | -5 | 1 | 2 | 0 | 2 | 1 | -2 | 0 | 3 | 0.0
CCOc1ccc(CN(C)CC(=O)Nc2cc(OC)c([N+](=O)[O-])cc2C)cc1 | -5 | 1 | 1 | 2 | 14 | -7 | 2 | -4 | -2 | 0.0
S=C(NC1CC1)SCc1ccco1 | 8 | -4 | 35* | 54* | 9 | -2 | 24* | 1 | 48* | -0.8
CCOC(=O)c1nnn(-c2ccccc2C#N)c1C | 4 | -2 | -2 | -3 | -1 | -3 | -1 | -4 | 0 | 0.5
CCOc1ccccc1NC(=O)C1CCN(S(C)(=O)=O)CC1 | 4 | -8 | -3 | 0 | 1 | 4 | 1 | 6 | -4 | -0.7
Cc1ccc(NS(=O)(=O)c2sc3ccc(Cl)cc3c2C)cc1 | -6 | -5 | -4 | 0 | -33 | 2 | 1 | -14 | 3 | 0.2
Nc1[nH]c(C(=O)c2ccccc2)c(-c2ccncc2)c1C(=O)NCc1cccc2ccccc12 | -1 | 1 | 0 | 0 | -1 | -3 | 0 | -10 | 1 | 0.7
Cc1ccc(C(C(=O)NCc2ccc(F)cc2)N(CCCO)C(=O)C2COc3ccccc3O2)o1 (centres undefined) | 6 | 2 | 1 | 23* | 14 | -2 | 5 | -2 | 0 | 0.5
CCOC(=O)c1nnc(-c2ccccc2)nc1N1CC(C)OC(C)C1 (centres undefined) | -7 | -4 | 5 | 3 | 0 | -10 | 3 | -2 | -2 | 0.1
O=C(OCCCN=C1NS(=O)(=O)c2ccccc21)C1CC(=O)N(c2ccc(Cl)cc2)C1 (centres undefined) | 6 | 8 | 3 | 6 | -8 | -7 | -1 | -9 | -4 | -0.3
COc1ccccc1C(=O)Nc1ccc(S(=O)(=O)N2CCCCC2c2cccnc2)cc1 (centres undefined) | -3 | -4 | -6 | 0 | -3 | -7 | -1 | 5 | 5 | 0.2
Cc1noc(C)c1CSc1nnc2n(-c3ccccc3)c(=O)c3ccccc3n12 | 1 | 4 | 1 | 0 | -6 | -2 | -4 | 16 | 1 | 0.2
